# MITF TRPM1 HTS = activators of MITF-driven TRPM1 promoter activity in SK-MEL-5 cells. SK-MEL-5 TRPM1-promoter luciferase, 24 h; % of positive control, neutral wells = 0. activation, % at 12.5 µM. 300,000 tested, 0.75% active. AID 588334;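 active means mean activation of at least 80% with every replicate also reaching 80%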;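 further: 0% = neutral control wells and 100% = parthenolide positive control wells; values of inactives mirror those of a sister screen read the other way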
# Ecoli viability = bacterial growth inhibition, counter-screen for AddAB inhibitors | E. coli V3065 growth, OD600 absorbance, 18 h | inhibition, % at 11.9 µM | 330,000 tested, 0.27% active;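 active means inhibition above the campaign's mean inhibition across all tested compounds plus 3 SD, cut at about 9.9% in these data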;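 further: uninfected addAB+ strain grown without phage in ampicillin broth; 0% = DMSO wells and 100% = ciprofloxacin 0.95 µg/ml wells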
# Wnt bcat act = activates Wnt/beta-catenin signaling in a reporter cell assay | activator, plate reader | activation, % at 9.35 µM | 300,000 tested, 1.2% active | AID 743398; in the data active means activation above about 30%, passing the limit was not always enough;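 further: 0% = neutral control wells and 100% = positive control wells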
# SR-BI HDL uptake = blocks mouse SR-BI lipid uptake from DiI-HDL; Q61009; ldlA[mSR-BI] CHO cells, DiI-HDL uptake fluorescence, 3 h; inhibition, % at 12.5 µM; 320,000 tested, 0.96% active;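 active means mean replicate inhibition of at least 70% and a set share of replicates each scoring 70 or more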;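 further: 0% = median of neutral control wells and 100% = median of positive control wells; values of inactives mirror those of a sister screen read the other way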
# Target sequence (Q61009 whole entry, looked up): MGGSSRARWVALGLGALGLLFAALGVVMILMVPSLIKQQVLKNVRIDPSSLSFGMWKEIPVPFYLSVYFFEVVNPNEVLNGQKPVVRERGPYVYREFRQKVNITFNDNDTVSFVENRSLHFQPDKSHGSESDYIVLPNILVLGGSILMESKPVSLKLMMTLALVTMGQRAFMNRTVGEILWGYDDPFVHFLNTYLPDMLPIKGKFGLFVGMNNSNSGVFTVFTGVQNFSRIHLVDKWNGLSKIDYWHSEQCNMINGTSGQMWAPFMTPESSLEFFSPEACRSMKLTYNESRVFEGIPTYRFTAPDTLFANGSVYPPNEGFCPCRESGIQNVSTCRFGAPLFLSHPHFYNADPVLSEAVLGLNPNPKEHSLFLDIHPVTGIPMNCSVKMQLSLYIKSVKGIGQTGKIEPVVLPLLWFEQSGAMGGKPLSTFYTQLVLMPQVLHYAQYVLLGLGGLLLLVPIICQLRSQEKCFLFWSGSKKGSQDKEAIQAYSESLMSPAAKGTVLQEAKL
# CAL PDZ FP-1 = CAL PDZ (human) peptide binding inhibition; Q9HD26; purified CAL PDZ, TMR-peptide fluorescence polarization, 1 h; inhibition, % at 24.9 µM; 300,000 tested, 0.92% active; AID 602252;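 active means mean inhibition of at least 30% with at least half of replicates also reaching 30%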;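 further: 0% = DMSO neutral control and 100% = excess unlabeled competitor peptide PRC23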
# AddAB inh = less growth of phage-infected E. coli with AddAB; E. coli expressing H. pylori AddAB, absorbance growth; AID 435030; 330,000 tested, 0.29% active; inhibition, % at 11.9 µM; in the data active means inhibition above about 12%;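 further: 0% = vehicle wells of infected cells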
# Tat transport = inhibitors of E. coli Tat protein transport; E. coli MC4100 TorA-mCherry Tat export, fluorescence; inhibition, % at 10 µM; 340,000 tested, 0.036% active;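 active means mean replicate inhibition at least 50% and at least half of replicates individually reaching 50%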;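 further: exported cargo escapes ClpAP degradation while cytoplasmic cargo is degraded and loses fluorescence; 0% = median of neutral control wells and 100% = median of NaSCN control wells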
# CAL PDZ FP-2 = inhibitors of human CAL PDZ peptide binding. 330,000 tested, 0.02% active. AID 504414. inhibition, % at 20 µM. purified CAL PDZ, TMR-peptide fluorescence polarization, 1 h;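 active means highest replicate inhibition of at least 40%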;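 further: plate controls were DMSO neutral control wells for no effect and unlabeled competitor peptide control wells for full effect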
#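 Control set: unlabelled peptide and DMSO controls / Material: purified CerCALP PDZ construct / Timing: 1 h incubation at room temperature before polarization reading / Doses: 20 µM, one dose / Detection: fluorescence polarization (mP)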
# phage Ecoli inh = E. coli growth loss with phage present. growth absorbance. inhibition, % at 11.9 µM. 360,000 tested, 0.26% active. AID 651602; in the data active means inhibition above about 11%
# SR-BI DiI-HDL act = activators of SR-BI mediated HDL lipid uptake. CHO ldlA[mSR-BI] cells, DiI-HDL uptake fluorescence, 3 h; 100 = double the neutral-control signal. activation, % at 12.5 µM. AID 504775. 320,000 tested, 0.096% active;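 active means mean replicate activation of at least 60% and every replicate at or above 60%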;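 further: 0% = median plate neutral-control signal and 100% = twice that signal; values of inactives mirror those of a sister screen read the other way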
#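 Assay system: LDL receptor-deficient CHO ldlA cells overexpressing murine SR-BI / Medium: BSA-supplemented, HEPES-buffered Ham's F12, pH 7.4 / Probe or stimulus: DiI-labelled HDL at 10 µg/mL final / Timing: compound with DiI-HDL co-incubation, 3 h at 37 °C / Technique: bottom-read cell fluorescence after medium removal, ex 550/em 595 nm / Measure: HDL uptake via cellular fluorescence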
# Active calls of the source: *; · = no result given.
SMILES,MITF TRPM1 HTS,Ecoli viability,Wnt bcat act,SR-BI HDL uptake,CAL PDZ FP-1,AddAB inh,Tat transport,CAL PDZ FP-2,phage Ecoli inh,SR-BI DiI-HDL act
COc1ccc(NC(=O)CC(NCc2ccccn2)C(=O)O)cc1 (centres undefined),-8.3,-0.2,3.9,-9.7,3.5,-2.2,3.1,-1.0,2.5,9.7
O=C(CC1C(=O)N(c2ccccc2)C(=S)N1c1ccccc1)c1ccccc1 (centres undefined),0.9,-2.5,-2.1,22.1,4.2,2.6,12.1,0.1,5.0,-22.1
O=C1Nc2ccc(S(=O)(=O)N3CCCC3C(=O)O)c3cccc1c23 (centres undefined),-4.1,-1.3,-2.7,·,-4.3,4.5,1.5,-0.2,1.2,·
Cn1c(=O)c2c(nc(CN3CCOCC3)n2CCCO)n(C)c1=O,·,-0.6,-1.7,7.2,-0.1,3.0,-7.8,0.5,-2.6,-7.2
Cc1ccc(S(=O)(=O)ON2C(=O)c3ccccc3C2=O)c(C)c1,-38.0,-1.3,·,2.6,·,3.4,5.8,2.0,4.1,-2.6
O=C(NC1CCCCC1)Oc1cccc2ccccc12,-2.0,-1.1,·,18.6,-3.4,-0.2,-6.7,0.4,2.7,-18.6
CCc1nnc(NC(=O)CCC(=O)NCc2ccc(OC)cc2)s1,·,-1.3,-0.6,-16.0,12.3,4.7,6.7,0.4,1.9,16.0
O=C(CSc1ccc(Cl)cc1)N/N=C/c1cccnc1,5.7,-1.1,-1.2,-17.0,-5.3,1.2,1.6,-1.3,2.3,17.0
COc1ccc(C)cc1NC(=O)CN1C(=O)COc2ccc(S(=O)(=O)N3CCC(C)CC3)cc21,-2.6,-1.0,-1.6,-0.9,·,4.4,-5.7,0.1,0.6,0.9
COC(C(=O)Nc1ccc(Br)cc1F)c1ccccc1 (centres undefined),9.7,1.6,-1.9,-28.0,-1.3,-0.7,10.1,0.4,5.1,28.0
NC(=NC(=O)c1ccccc1)N1CCN(C(c2ccccc2)c2ccccc2)CC1,-10.0,-0.9,-0.3,-23.3,89.4*,-0.4,-0.4,0.3,0.1,23.3
O=C1CSCN1c1cc(Cl)ccc1Cl,4.7,-2.8,-0.2,9.3,0.8,2.9,4.7,-0.9,5.5,-9.3
Cc1ccc(NC(=O)NC2CCCN2S(=O)(=O)c2ccc(Cl)cc2)cc1 (centres undefined),-4.7,0.3,·,-11.6,-6.8,3.5,-2.1,-0.1,1.5,11.6
COc1ccc(S(=O)(=O)N(CC(=O)NCc2ccco2)c2ccc(F)cc2)cc1,8.1,1.6,-2.1,-9.3,3.1,2.3,-1.8,-1.6,0.0,9.3
COc1ccc(-c2c(-c3cc(OC)cc(OC)c3)n(C)c3ccc(-c4ccn[nH]4)cc23)cc1,-2.9,-2.9,-3.2,50.3,-3.1,0.8,0.1,-0.2,1.8,-50.3
O=C(CC12CC3CC(CC(Br)(C3)C1)C2)OCCN1CCCCC1,6.4,-0.2,1.6,-16.9,-0.9,-0.7,-4.9,-1.0,3.8,16.9
CN(c1ccc(OCC(=O)Nc2ccc(S(N)(=O)=O)cc2)cc1)S(=O)(=O)c1ccc(F)cc1,6.7,·,-3.7,4.7,-4.2,·,-2.7,-2.1,0.5,-4.7
Cc1ccc(OCCN2C(=O)C(=O)c3cc(C)ccc32)cc1,5.5,-0.6,-22.9,·,-2.0,3.6,-4.9,-4.3,1.0,·
C[C@@H]1CC=C[C@H]2[C@H]1C(=O)N(Cc1ccccc1)[C@H]2c1ccc(F)c(/C=C/c2ccccc2)c1,-1.8,-0.5,-3.7,17.1,-1.8,1.7,9.3,-0.3,4.1,-17.1
Cc1cc(-c2ccccc2)oc(=O)c1NC(=O)c1ccccc1,-1.2,1.9,-1.1,39.6,-6.0,-0.3,-3.0,0.3,4.7,-39.6
CNC(=S)Nc1ccc(OC(F)(F)F)cc1,6.8,1.5,0.2,7.2,·,2.4,-8.9,-1.2,4.5,-7.2
Cc1cc(Br)cc(C=Nc2ccc(N3CCOCC3)cc2)c1O,13.3,1.0,7.6,-4.3,-5.3,1.6,-3.6,-0.1,1.9,4.3
Cc1ccc(NC2CCCN(C(=O)c3ccccn3)C2)cc1C (centres undefined),7.0,0.2,3.4,0.8,-3.6,3.0,-2.0,-0.1,1.6,-0.8
Cc1ccc(NC(=O)C2=CN3CCS(=O)(=O)N=C3C=C2)cc1,16.5,0.9,-4.4,-6.4,4.3,4.1,-8.8,0.9,0.7,6.4
CCOC(=O)C1CCCCN1Cc1cccc(Oc2ccccc2)c1 (centres undefined),-5.3,2.9,-1.9,-5.0,6.1,6.2,2.2,-1.0,1.9,5.0
Cc1[nH]cnc1CN1CCc2c(c3ccccc3n2C)C1=O,1.1,-0.8,2.5,2.3,-1.9,-0.6,1.3,0.3,3.5,-2.3
CCOC(=O)C1(C(=O)OCC)NC(=O)CC1C (centres undefined),4.6,·,-2.6,-11.7,-5.4,·,7.9,-0.9,1.3,11.7
COc1ccc(NC(=O)c2cc3cccc(OC)c3oc2=Nc2ccc(C(=O)O)cc2)cc1OC,61.1,·,-0.8,54.2,-2.5,·,1.3,-0.9,2.0,-54.2
COC(=O)COc1ccc(S(=O)(=O)NCc2ccncc2)cc1,-23.3,0.7,-1.2,-50.1,-1.2,2.5,0.3,-1.9,2.7,50.1
COc1ccccc1C1OC(c2cccc([N+](=O)[O-])c2)=NN1C(C)=O (centres undefined),6.4,1.8,-0.3,15.7,-4.0,4.2,-3.1,-0.2,2.1,-15.7
CCOC(=O)N1CCN(C(=O)c2ccc3c(c2)NC(=O)/C(=C\c2cccc(C)c2)S3)CC1,7.6,-3.3,-0.9,27.5,0.9,0.8,2.9,-2.5,2.1,-27.5
COc1ccc(-n2c(=O)c3ccccc3n(CC(=O)NC3CCCCC3)c2=O)cc1,-3.3,-0.8,·,9.3,-1.1,0.5,7.0,0.8,-0.9,-9.3
Cc1ccc(CC(=O)NC2CCSC2=O)cc1 (centres undefined),16.1,2.2,-2.5,-13.3,-1.1,1.4,-9.3,-1.5,2.8,13.3
CCN(CC)CCNC(=O)Cn1cnc2sc(C)c(S(=O)(=O)N3CCC(C)CC3)c2c1=O,-10.2,2.8,-2.8,-8.8,0.1,4.7,2.5,-2.8,0.2,8.8
COC(=O)c1ccc(C2C(C(=O)Nc3ccc(C)cc3C)=C(C)Nc3ncnn32)cc1 (centres undefined),-4.2,-1.9,0.2,-32.0,·,-0.2,-2.6,0.0,3.3,32.0
CCN(CC)CC(=O)Nc1ccc(Oc2ccc(NC(=O)CN(CC)CC)cc2)cc1,20.6,-2.4,-2.0,-39.4,-12.7,2.2,-2.5,-0.9,2.7,39.4
O=C(COC(=O)c1ccc(N2CCCC2=O)cc1)NCc1ccco1,·,-0.2,-1.0,-2.5,-1.7,2.8,-6.6,-4.0,4.3,2.5
CSC1=C(C#N)C(c2ccc(Cl)cc2)C2=C(CC(C)(C)CC2=O)N1 (centres undefined),7.4,1.5,-8.6,3.3,0.7,1.8,9.2,-1.5,3.4,-3.4
NC(=O)CC[C@@H]1NC(=O)[C@@H]2CCCN2C(=O)c2cc([N+](=O)[O-])cc(I)c2NCCC[C@@H](C(N)=O)NC1=O,·,-1.4,0.5,·,·,-1.8,·,·,0.7,·
COCCN1C(=O)N(c2ccc(OC)cc2)C(=O)C1CC(=O)Nc1cccc(F)c1 (centres undefined),·,·,-0.5,-30.4,-3.9,·,0.1,0.4,1.6,30.4

# One compound at a time, as listed above. Screens in order: MITF TRPM1 HTS | Ecoli viability | Wnt bcat act | SR-BI HDL uptake | CAL PDZ FP-1 | AddAB inh | Tat transport | CAL PDZ FP-2 | phage Ecoli inh | SR-BI DiI-HDL act
# O=C(COC(=O)c1ccc(N2CCCC2=O)cc1)NCc1ccco1 is entered as · | -0.2 | -1.0 | -2.5 | -1.7 | 2.8 | -6.6 | -4.0 | 4.3 | 2.5
# COc1ccc(-n2c(=O)c3ccccc3n(CC(=O)NC3CCCCC3)c2=O)cc1 is entered as -3.3 | -0.8 | · | 9.3 | -1.1 | 0.5 | 7.0 | 0.8 | -0.9 | -9.3

# Remaining list, next part.
SMILES,MITF TRPM1 HTS,Ecoli viability,Wnt bcat act,SR-BI HDL uptake,CAL PDZ FP-1,AddAB inh,Tat transport,CAL PDZ FP-2,phage Ecoli inh,SR-BI DiI-HDL act
CCc1cccc(NS(=O)(=O)c2ccc3c(c2)NC(=O)CO3)c1,-4.4,0.1,-2.9,-0.2,-5.8,3.0,-0.9,-1.7,-1.8,0.2
CCC(=O)Nc1sc2c(c1C(N)=O)CCN(Cc1ccccc1)C2,·,-0.9,39.3*,-0.8,·,1.0,-2.6,-0.3,3.3,0.8
COc1ccc([C@H]2/C=C\CN(C(=O)C3CCCC3)[C@@H](C)C(=O)N2Cc2ccc(F)cc2)cc1,-1.4,0.2,-2.1,-6.8,1.1,1.3,3.7,1.0,0.4,6.8
COc1ccc(S(=O)(=O)N2CCOCC2)cc1NC(=O)c1cc2c(s1)CCCC2,-5.0,1.6,·,29.4,-1.2,4.8,-8.4,-2.6,1.2,-29.4
CC1CN(S(=O)(=O)c2ccc(C(=O)N(CCCN(C)C)c3nc4cc5c(cc4s3)OCCO5)cc2)CC(C)O1 (centres undefined),0.4,-0.9,7.6,10.5,-3.6,4.7,-6.7,-3.3,1.3,-10.6
CC(O)c1nc2ccccc2n1CCCOc1ccccc1 (centres undefined),8.5,-0.4,1.8,0.5,-4.2,-1.0,-6.0,-0.6,0.0,-0.5
O=c1c(S(=O)(=O)c2ccc(Cl)cc2)cn(Cc2cccc(F)c2)c2ccc(F)cc12,3.2,0.5,-0.5,-2.1,-2.8,2.4,12.0,-1.0,3.3,2.1
CN1C(=O)[C@H](Cc2ccc([N+](=O)[O-])cc2)NC1=S,7.9,-2.0,-1.7,-19.1,-2.7,2.1,-8.9,·,0.2,19.1
COc1ccc(/C=N\NC(=O)c2ccccc2Br)cc1COc1ccccc1,-11.9,1.3,-4.4,44.9,-4.9,0.9,1.1,-3.5,1.6,-44.9
O=C(COC(=O)c1ccc2ncsc2c1)Nc1ccc(OC(F)(F)F)cc1,11.5,1.1,2.1,18.3,·,4.0,-9.3,-0.6,1.2,-18.3
COC(=O)c1cccc(NC(=O)Cc2ccsc2)c1,15.9,0.5,13.4,-8.6,-11.2,1.4,-6.3,-0.9,1.6,8.6
CC(NCC(=O)NC(=O)NC1CCCC1)c1ccc(Cl)cc1Cl (centres undefined),-0.2,-1.2,-2.4,23.5,-0.1,2.0,9.7,-2.3,4.5,-23.5
CC(NC(=O)OCc1ccccc1)C(=O)NCC(=O)NC(Cc1ccc(OC(C)(C)C)cc1)C(=O)OC(C)(C)C (centres undefined),4.6,-2.3,3.1,21.7,-3.5,3.1,11.6,-0.7,3.4,-21.7
CCOC(=O)COc1ccc(S(=O)(=O)NCc2ccco2)cc1,-5.0,-2.3,·,6.6,-2.3,1.3,-2.8,-1.9,-1.6,-6.6
CN(C(=O)c1ccc(NC(=O)Cc2cccc(NC(=O)C3CCCN(S(=O)(=O)c4cccc([N+](=O)[O-])c4)C3)c2)cc1)C1CC1 (centres undefined),65.2,·,-0.6,4.3,-4.6,·,-9.8,-0.3,1.5,-4.3

# Compound activity deposited in PubChem by several laboratories.
